ARNT-TACC3 inh: ARNT/TACC3 interaction disruption. Q9Y6A5. AlphaScreen His-ARNT PAS-B/GST-TACC3 binding, luminescence; TACC3 fragment carries E629A point mutation. inhibition, % at 9.99 µM. 0.66% of 390,000 active. AID 623870;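 active = mean inhibition of replicates at least 50% and at least half of replicates each reaching 50%; inconclusive = half or more replicates reach 50% but mean below 50%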;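 note: 0% = complete ARNT plus TACC3 wells and 100% = ARNT alone without TACC3; many hits fall short of the cut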
esBAF inh: inhibitors of esBAF chromatin remodeling in mouse ES cells. Bmi1-luciferase knock-in reporter, 24 h; 100% = twice the neutral-well signal. 2% of 350,000 active. reporter increase, % at 12.5 µM; in the data active = activation above about 40%; inconclusive = no clear call, values can overlap the other calls;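 note: 0% = median of the plate's neutral control wells and 100% = double that signal; a rise in the Bmi1 reporter signal indicates esBAF inhibition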
RAD52 inh: blocks human RAD52 DNA annealing; recombinant RAD52 DNA annealing, FRET fluorescence; 0.46% of 360,000 active; inhibition, % at 18.7 µM; AID 651710;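 active = every replicate showing at least 50% inhibition; inconclusive = mean inhibition at least 50% but not in every replicate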
Target sequence (P43351 whole entry, looked up): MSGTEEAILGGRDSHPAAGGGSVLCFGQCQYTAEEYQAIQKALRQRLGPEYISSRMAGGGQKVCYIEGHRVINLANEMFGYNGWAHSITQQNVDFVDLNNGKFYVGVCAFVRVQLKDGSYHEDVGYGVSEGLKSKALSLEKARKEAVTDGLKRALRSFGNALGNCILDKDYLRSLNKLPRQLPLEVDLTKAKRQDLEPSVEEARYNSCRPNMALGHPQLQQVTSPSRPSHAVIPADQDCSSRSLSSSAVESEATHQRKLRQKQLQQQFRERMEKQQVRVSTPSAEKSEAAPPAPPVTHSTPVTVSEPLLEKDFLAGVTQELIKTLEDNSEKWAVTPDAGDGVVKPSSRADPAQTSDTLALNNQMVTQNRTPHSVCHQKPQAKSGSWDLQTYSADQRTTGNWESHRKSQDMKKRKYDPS
PglD DTNB: inhibitors of Campylobacter jejuni PglD acetyltransferase; purified PglD enzyme, DTNB colorimetric CoA detection; inhibition, % at 12.5 µM; AID 602405; 0.098% of 360,000 active; in the data active = inhibition above about 16%, passing the limit was not always enough; inconclusive = no clear call, values can overlap the other calls; note: strong numbers were not always called active
ERp5 inh: ERp5 (human) disulfide isomerase inhibition; Q15084; 0.05% of 350,000 active; ERp5 insulin aggregation, absorbance 650 nm, 90 min; AID 651711; inhibition, % at 9.99 µM;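 active = mean replicate inhibition above about 25%, with every replicate also reaching it, limit read from the data, passing the limit was not always enough; inconclusive = only one of those two criteria met; inactive = neither criterion met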
Target sequence (Q15084 whole entry, looked up): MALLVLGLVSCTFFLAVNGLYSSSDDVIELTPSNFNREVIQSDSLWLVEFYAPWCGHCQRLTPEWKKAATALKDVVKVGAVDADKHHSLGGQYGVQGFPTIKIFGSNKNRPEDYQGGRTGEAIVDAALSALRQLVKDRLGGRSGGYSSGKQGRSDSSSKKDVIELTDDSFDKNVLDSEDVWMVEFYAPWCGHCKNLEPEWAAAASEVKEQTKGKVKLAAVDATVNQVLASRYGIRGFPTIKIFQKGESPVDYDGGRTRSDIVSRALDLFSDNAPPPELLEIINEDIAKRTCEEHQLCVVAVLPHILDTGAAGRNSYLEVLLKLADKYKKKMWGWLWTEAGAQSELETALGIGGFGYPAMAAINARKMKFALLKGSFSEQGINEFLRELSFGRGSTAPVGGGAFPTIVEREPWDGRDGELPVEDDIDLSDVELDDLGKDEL
RAD54 branch: blocks human RAD54 Holliday junction branch migration. AID 602329. Q92698. 0.14% of 360,000 active. inhibition, % at 10.4 µM. FAM/BHQ fluorescence;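 active = mean normalized replicate activity at least 40 and at least half of replicates scoring 40 or more; inconclusive = only one of the two criteria met; inactive = mean below 40 and under half of replicates reaching 40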;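 note: 0% = median of neutral control wells and 100% = median of positive control wells; inhibitors cause a drop in the FAM fluorescence signal; in these data hits start at about 50%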
E-sel inducer: E-selectin induction on HUVECs | activation, % at 7.58 µM | HUVEC E-selectin immunofluorescence imaging; normalized: neutral wells 0, TNF-alpha wells 100 | 0.37% of 260,000 active | P16581 | AID 686992;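 active = mean E-selectin-positive cell signal at least 10% of the positive control, reached in at least 60% of replicates, without over 20% cell loss; inconclusive = no rule given, readout overlaps actives, possibly toxicity-flagged; inactive = the rest, including those meeting only one limit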;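 note: in these data hits start at about 27%; measured in HUVEC primary endothelial cells; signal is the percent of cells scored E-selectin positive by PE staining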
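Test system: HUVEC; input: 3,000 HUVEC/well; measured by: immunofluorescence imaging; read-out: % PE-positive cells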
Casp6 inh: inhibitors of human caspase-6. P55212. inhibition, % at 12.5 µM. purified caspase-6, Z-VEID-R110 cleavage fluorescence. 0.53% of 350,000 active;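 active = mean inhibition across replicates at least about 35%, with every replicate also reaching that limit, limit read from the data; inconclusive = only one of the two criteria met; inactive = neither criterion met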;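 note: 0% = median of neutral control wells and 100% = no fluorescence left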
* = called active by the depositor; ? = inconclusive; · = not tested or not shown.

SMILES | ARNT-TACC3 inh | esBAF inh | RAD52 inh | PglD DTNB | ERp5 inh | RAD54 branch | E-sel inducer | Casp6 inh
CN(C)c1ccc(C2C3C(=O)NC(=O)C3ON2c2ccc(Cl)cc2)cc1 (centres undefined) | 9 | 23 | -7 | -2 | 14 | -2 | 0.0 | 5
N#C[C@H]1[C@@H](c2ccc(C3=CCCC3)cc2)[C@H](CO)N1C(=O)Cc1ccncc1 | -9 | -2 | -40 | -6 | 3 | 1 | 0.1 | 1
CCOC(=O)C1CCCN(C(=O)/C=C/c2cccc([N+](=O)[O-])c2)C1 (centres undefined) | 4 | 7 | · | 2 | · | 9 | · | ·
COc1ccc(CCN(C)C(=O)C2CCN(Cc3cccc(OC)c3OC)CC2)cc1OC | -4 | -1 | 3 | 6 | 2 | -1 | -0.1 | 6
CCCNC(=O)N1CC2(C1)[C@H](c1ccccc1)[C@H](CO)N2Cc1ccc(F)cc1 | · | · | -12 | · | 1 | · | -0.1 | 2
Cc1ccc(-c2nc3ccccc3[nH]2)cc1N | -19 | -24 | 3 | 2 | 7 | 14 | · | 3
N#Cc1c(NC(=O)C2CC(c3ccccc3O)=NO2)sc2c1CCC2 (centres undefined) | -6 | -2 | -20 | -3 | 0 | 4 | -2.2 | 7
Cc1ccc(-n2nc(C)c3c(C)c(CCC(=O)NC(C)c4ccccc4)c(C)nc32)cc1 (centres undefined) | -2 | -1 | -4 | 0 | 3 | 9 | 0.7 | 1
COc1ccc(C(N)c2csc(Nc3cc(Oc4ccccc4)ncn3)n2)cc1 (centres undefined) | · | -7 | -68 | 7 | -1 | 6 | -0.2 | -4
Cc1c(/C(O)=C2\C(=O)C(=O)N(CCN(C)C)C2c2ccco2)cnn1-c1ccccc1 (centres undefined) | -3 | -16 | · | 3 | · | -5 | · | ·
COc1cc2c(cc1OC)C(c1cccs1)N(C(=O)C(C)C)CC2 (centres undefined) | -2 | 3 | · | 2 | · | 6 | · | ·
Cc1cc(-n2nc(C)cc2C)n2ncc(-c3ccccc3)c2n1 | -2 | 29 | · | 5 | · | 4 | · | ·
Cc1ccc(NC(=O)CCS(=O)(=O)c2ccc3nc(C)sc3c2)cc1 | 1 | -17 | -15 | -7 | 3 | 0 | 0.0 | 1
CC(C)C#Cc1ccc([C@H]2[C@@H](CO)N3C(=O)CN(S(=O)(=O)c4ccccc4)C[C@H]23)cc1 | · | · | -9 | · | 3 | · | 0.5 | -1
Cc1cnn(-c2cc(N/N=C/c3ccccc3Cl)ncn2)c1 | -3 | 4 | · | -4 | · | 7 | · | ·
Cc1ccc(CCNC(=O)C2CCCN(S(=O)(=O)c3c(C)noc3/C=C/N(C)C)C2)cc1 (centres undefined) | -3 | 8 | -209 | -1 | 1 | -10 | 1.6 | -3
CNC(=O)C[C@H]1CC[C@H]2[C@@H](COc3ccc(NC(=O)c4ccc(F)c(F)c4)cc3C(=O)N2C)O1 | -24 | -2 | 11 | 2 | 1 | -6 | 0.2 | 4
O=C(C[C@H]1CC[C@H](NC(=O)Nc2ccc(C(F)(F)F)cc2)[C@@H](CO)O1)NCc1ccccn1 | -6 | -2 | 4 | -1 | 12 | -4 | -0.1 | -1
CC(C)(C)NC(=O)C(C1CC1)n1c(-c2ccccc2)nc2ccccc21 (centres undefined) | · | · | -6 | · | -3 | · | 0.1 | -2
C[C@@H](NC(=O)[C@@H]1[C@@H](CO)[C@@H]2Cn3c(cccc3=O)[C@H]1N2Cc1cccnc1)c1ccccc1 | -7 | 0 | -9 | 2 | -1 | -1 | -1.3 | 3

The last 2 records of the section before open the next one:
SMILES | ARNT-TACC3 inh | esBAF inh | RAD52 inh | PglD DTNB | ERp5 inh | RAD54 branch | E-sel inducer | Casp6 inh
CC(C)(C)NC(=O)C(C1CC1)n1c(-c2ccccc2)nc2ccccc21 (centres undefined) | · | · | -6 | · | -3 | · | 0.1 | -2
C[C@@H](NC(=O)[C@@H]1[C@@H](CO)[C@@H]2Cn3c(cccc3=O)[C@H]1N2Cc1cccnc1)c1ccccc1 | -7 | 0 | -9 | 2 | -1 | -1 | -1.3 | 3
COc1cc(-n2c(=O)c3ccccc3n(Cc3cccc(C)c3)c2=O)cc(OC)c1OC | -17 | -4 | -7 | 6 | -9 | 2 | -0.3 | 0
O=C(Cc1ccccc1)NC(c1ccco1)c1c(O)ccc2ccccc12 (centres undefined) | 1 | · | -4 | · | -2 | · | · | 2
COc1ccc(S(=O)(=O)Nc2c(C)cc(C)cc2C)c2cccnc12 | -14 | -10 | 9 | 6 | -8 | -13 | 0.8 | 2
CCN(CC)C(=O)c1ccc(Nc2nnc(-c3ccc(O)cc3)c3ccccc23)cc1 | 2 | 4 | -3 | -5 | 1 | 4 | 0.0 | 2
CCOc1ccc(N2CC(C(=O)Nc3ccc(S(=O)(=O)N4CCCCC4)cc3)CC2=O)cc1 (centres undefined) | -4 | · | -22 | -1 | -3 | -8 | · | 3
O=C(CN(Cc1ccco1)C(=O)c1ccccc1)Nc1ccc(Cl)c(Cl)c1 | -4 | -8 | · | -3 | · | 4 | · | ·
O=C1CCC(=O)N1CC(=O)N1c2ccccc2Sc2ccccc21 | -8 | -9 | · | 0 | · | 2 | · | ·
Cn1nccc1C(=O)N/N=C/c1c(O)ccc2ccccc12 | 24 | -69 | -17 | 2 | -8 | -2 | 5.2 | 2
C[C@@H]1CCCCO[C@H](CN(C)S(C)(=O)=O)[C@H](C)CN([C@@H](C)CO)C(=O)c2cc(NC(=O)c3ccncc3)ccc2O1 | 1 | -6 | 22 | -6 | 4 | 1 | 0.9 | 0
O=C(C[C@H]1C=C[C@H](NC(=O)C2CCOCC2)[C@@H](CO)O1)NCC1CC1 | 4 | -2 | 2 | 3 | 0 | -21 | 0.3 | 1
Cc1ccc(S(=O)(=O)NCCC(=O)N2CCC(C)CC2)cc1 | -4 | -8 | 1 | -1 | -3 | -4 | -0.7 | 0
CC(C)C1C(=O)N(Cc2cn(CCC3OCCCO3)nn2)CCS(=O)(=O)N1Cc1ccc(-c2ccc(Cl)cc2)cc1 (centres undefined) | · | -3 | -13 | · | -2 | · | -0.1 | 2
Cc1noc(C)c1S(=O)(=O)Nc1ccc2c(c1)CC(=O)N([C@H](C)CO)C[C@H](C)[C@H](CN(C)Cc1ccc(Oc3ccccc3)cc1)O2 | 9 | 8 | · | -3 | · | -5 | -0.1 | ·
Cc1cc(OCc2cc(C(=O)NCC3(C)COC3)no2)cc(C)c1Cl | -2 | 6 | -9 | -5 | -10 | -10 | 0.9 | 1
O=[N+]([O-])c1cc(C(F)(F)F)ccc1N1CCCC(O)C1 (centres undefined) | -3 | · | -6 | · | 2 | · | -0.3 | -1
CC1(C)CC(=O)C(C=Nc2cc(C(=O)c3ccccc3)ccc2N)=C(O)C1 | -3 | · | -47 | · | 2 | · | 0.2 | 1
Cc1nn(-c2ccccc2)c(C)c1/C=C/C(=O)OCC(=O)Nc1ncc(Cl)cc1Cl | -2 | · | -48 | · | 0 | · | -1.9 | -1
CCc1nnc(NC(=O)C2CCN(S(=O)(=O)Cc3ccccc3)CC2)s1 | · | · | 3 | -1 | 1 | 1 | · | 1
COc1ccc(CNC(=O)C2CCCN(c3nn4c(=O)cc(C)nc4s3)C2)cc1 (centres undefined) | 0 | 10 | 6 | -4 | -2 | -9 | · | 1
Cn1c(=O)c2[nH]c(Cc3cccc4ccccc34)nc2n(C)c1=O | -2 | 3 | -19 | · | -5 | · | -0.2 | 4
COc1ccc(-c2csc(Nc3ccccc3)[n+]2Cc2ccccc2)cc1 | 0 | · | -22 | · | 3 | · | · | -3
COc1cccc(CCNC(=O)c2cc(COc3ccc(C)c(C)c3)on2)c1OC | · | ? | -50 | -1 | -3 | 1 | -0.2 | 1
COc1ccc(-c2coc3c(C(=O)NCc4cccc(Cl)c4)cccc23)c(C)c1 | · | -1 | -12 | 2 | 3 | 16 | -0.3 | -2
COc1ccc(CCNC(=O)C(=O)NCc2ccc(C)cc2)cc1OC | 11 | -1 | -15 | -9 | -5 | -7 | · | 0
COc1cccc(/C=N/n2c(SC)nnc2-c2ccccc2)c1O | 5 | 7 | · | 3 | · | -12 | · | ·
C[C@H]1CCCCO[C@H](CN(C)Cc2ccc(C(F)(F)F)cc2)[C@@H](C)CN([C@@H](C)CO)C(=O)c2cc(NC(=O)Nc3ccccc3)ccc2O1 | -8 | 0 | · | 0 | · | -19 | -0.3 | ·
CCCNC(=O)N1[C@@H]2CN(C(=O)NC(C)C)c3ccccc3[C@@H]2[C@@H]1CO | -2 | 0 | -4 | 1 | -2 | 7 | 0.2 | -1
Cc1ccccc1NC(=S)N(Cc1ccccn1)Cc1ccccc1Cl | -17 | · | -17 | · | 2 | · | · | -2
Cc1cccc(S(=O)(=O)N[C@@H]2CC[C@@H](CCNC(=O)c3cnccn3)O[C@H]2CO)c1 | 1 | -4 | -11 | 9 | -9 | -4 | -0.3 | 1
CCCN1[C@H](C(=O)N2CCOCC2)[C@@H](CO)[C@@H]2Cn3c(ccc(/C=C/c4ccccc4)c3=O)[C@@H]21 | -29 | -3 | -32 | -3 | 1 | -10 | -0.3 | 2
COCCn1c(=S)[nH]c2cc(C(=O)N(CCO)Cc3ccccc3)ccc2c1=O | 7 | 0 | -14 | -2 | -2 | -4 | -0.3 | 1
O=C(Nc1ccccc1-c1ccccc1)C1CCCN(c2ncccn2)C1 (centres undefined) | 0 | -4 | · | 1 | · | -2 | · | ·
COC(=O)c1ccc(N2C(=O)CC(N(C)CCc3ccc(OC)c(OC)c3)C2=O)cc1 (centres undefined) | -4 | -4 | · | 7 | · | 2 | · | ·
COc1ccc(CC(=O)Nc2ccc(C(C)=O)cc2)cc1 | -4 | · | -11 | · | -1 | · | 3.0 | 2
O=C(NCC(c1ccco1)N1CCN(c2ccccc2F)CC1)C(=O)NC1CC1 (centres undefined) | -2 | 2 | -7 | 5 | -5 | 17 | · | 1
COc1ccccc1/C=C1\SC(=S)N(CCC(=O)N2CCN(C)CC2)C1=O | -2 | -7 | -18 | -1 | -4 | -1 | 0.2 | -10
COc1ccc(CN2CCN(C(C)C(=O)N(C)Cc3cccc(F)c3)CC2)cc1OC (centres undefined) | -3 | 5 | -10 | 1 | 2 | 13 | 0.3 | -5
Cc1sc2ccc3sccc3c2[n+]1C | -2 | -13 | -1 | -4 | 4 | 12 | -1.2 | 0
CCN(CC)S(=O)(=O)c1ccc(NC(=O)COc2c(OC)cccc2OC)cc1 | -4 | 3 | · | -3 | · | -17 | -2.4 | ·
O=C(Nc1ccc(Cc2ccncc2)cc1)C1CCC(N2C(=O)C3CC=CCC3C2=O)CC1 (centres undefined) | -5 | 7 | · | 6 | · | 8 | · | ·
COc1ccc(-c2csc(NC(=O)Cn3nc(C)cc3C)n2)cc1 | -5 | 10 | · | 1 | · | -11 | · | ·
CCN(CC)CCN(C(=O)c1ccc(S(=O)(=O)N(C)C2CCCCC2)cc1)c1nc2ccc(OC)cc2s1 | 4 | -6 | 30 | 0 | 4 | 2 | -0.3 | -10
CC(C)CC#Cc1ccc2c(c1)O[C@H](CN(C)Cc1cncnc1)[C@H](C)CN([C@H](C)CO)S2(=O)=O | 9 | 0 | 17 | 0 | -4 | -8 | 0.0 | 3
CCOC(=O)N1CCN(C(=O)CCSCCc2ccncc2)CC1 | 0 | -1 | · | -2 | · | 0 | · | ·
C[C@@H]1CN([C@@H](C)CO)C(=O)c2cc(NC(=O)Nc3ccc4c(c3)OCO4)ccc2O[C@H]1CN(C)S(=O)(=O)c1ccccc1 | -1 | -1 | -13 | 4 | -11 | 10 | 0.8 | -3
CN(C)c1ccc2c(c1)[C@@H]1C[C@@H](CC(=O)NCc3ccc(-c4ccccc4)cc3)O[C@H](CO)[C@@H]1O2 | 6 | 10 | · | 2 | · | 6 | -0.3 | ·

Screening results: PubChem BioAssay, Broad Institute
